Granule exo inh – blocks lytic granule exocytosis; AID 651702; TALL-104 LAMP-1 surface exposure, flow cytometry; cells stimulated with thapsigargin and PMA; inhibition, % at 10 µM; hit rate 0.66% among 360,000;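 active = inhibition above about 55%, limit read from the data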
N-glyco inh – blocks N-linked glycosylation in D54 reporter cells | D54 ERlucT glycosylation luciferase reporter, 24 h; percent of 100 nM tunicamycin response | reporter increase, % at 12.5 µM | hit rate 0.23% among 360,000 | AID 588692;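 active = mean luciferase reporter signal, scaled so untreated is 0 and the glycosylation-blocking control 100, at or above a set limit in every replicate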;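 note: luciferase carries N-glycosylation sites so blocking glycosylation raises the light; 0% = median of neutral control wells and 100% = median of 100 nM tunicamycin wells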
MC4R barr agon – agonists of human melanocortin 4 receptor (MC4R) beta-arrestin; P32245; U2OS MC4R beta-arrestin complementation, luminescence; percent of melanotan II response, DMSO zero; activation, % at 8.9 µM; hit rate 0.98% among 360,000;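 active = activation above a per-plate cutoff, the mean activation of sample wells on that plate plus 3 SD, cut at about 8% in these data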
MC4R antag cAMP – human MC4R antagonism in cAMP assay. inhibition, % at 6.5 µM. MC4R-expressing cells, MTII-stimulated cAMP, LANCE TR-FRET. P32245. hit rate 0.48% among 360,000;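 active = inhibition above its plate's cutoff, the mean of tested wells on that plate plus 3 SD, cut at about 29% in these data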;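 note: 0% = Melanotan II alone and 100% = Melanotan II plus saturating MCL0020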
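Assay system: human MC4R-expressing U2OS cells; reagent: Melanotan II stimulation of cells; dosing: 6.5 µM single dose; timing: compound 30 min, challenge 1 h, detection 1 h; signal: TR-FRET cAMP assay; replicates: one well per compound, no replicates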
ABHD5 PLIN5 PPI – ABHD5-PLIN5 protein interaction inhibition | Split G. princeps luciferase complementation, luminescence, 4 h | hit rate 0.78% among 360,000 | Q00G26+Q8WTS1 | AID 602281 | inhibition, % at 4 µM;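 active = inhibition above the mean inhibition across every tested compound plus 3 SD, cut at about 22% in these data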;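 note: 0% = DMSO only wells and the 100% control is not disclosed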
ABCB6 inh 2 – inhibitors of human ABC transporter ABCB6; Q9NP58; K562-ABCB6 porphyrin accumulation, flow cytometry, 1 h; active compounds read low; fluorescence ratio to DMSO, % at 10 µM; hit rate 0.19% among 360,000; AID 602162;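 active = fluorescence ratio to DMSO below 75%, the collection mean minus 3 SD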;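 note: signal is porphyrin accumulated inside mitochondria; 100% equals median channel fluorescence of DMSO control wells; lower ratio means ABCB6 inhibition with less porphyrin fluorescence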
Target sequence (Q9NP58 whole entry, looked up): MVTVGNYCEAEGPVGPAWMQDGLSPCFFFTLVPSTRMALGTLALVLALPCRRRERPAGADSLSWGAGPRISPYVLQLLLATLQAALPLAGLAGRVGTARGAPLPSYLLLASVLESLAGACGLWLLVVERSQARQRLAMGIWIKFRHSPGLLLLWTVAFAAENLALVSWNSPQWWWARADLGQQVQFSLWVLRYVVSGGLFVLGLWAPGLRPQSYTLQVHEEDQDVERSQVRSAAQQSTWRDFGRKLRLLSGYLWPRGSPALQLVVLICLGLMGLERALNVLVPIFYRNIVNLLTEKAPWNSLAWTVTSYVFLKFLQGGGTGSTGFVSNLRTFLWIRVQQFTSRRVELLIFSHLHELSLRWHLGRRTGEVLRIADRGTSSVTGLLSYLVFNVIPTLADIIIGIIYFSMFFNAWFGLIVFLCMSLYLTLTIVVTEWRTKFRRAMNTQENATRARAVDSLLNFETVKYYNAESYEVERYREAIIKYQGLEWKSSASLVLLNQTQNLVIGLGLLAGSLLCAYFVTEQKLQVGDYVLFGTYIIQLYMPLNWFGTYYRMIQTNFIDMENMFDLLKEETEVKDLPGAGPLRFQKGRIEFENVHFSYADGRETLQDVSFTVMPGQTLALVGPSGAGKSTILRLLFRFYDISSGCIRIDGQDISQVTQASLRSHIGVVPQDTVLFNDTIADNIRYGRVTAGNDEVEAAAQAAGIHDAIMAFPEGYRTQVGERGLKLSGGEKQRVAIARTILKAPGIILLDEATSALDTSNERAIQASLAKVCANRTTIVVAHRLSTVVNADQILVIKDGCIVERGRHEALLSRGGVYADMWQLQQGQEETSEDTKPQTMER
PDI inh – blocks human protein disulfide isomerase activity. P07237. PDI insulin aggregation turbidity, A650, 90 min. inhibition, % at 10 µM. hit rate 0.052% among 350,000;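 active = mean inhibition across replicates of 30% or more, whatever share of single replicates reach that level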;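 note: absorbance from insulin aggregation driven by PDI reduction with DTT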
CaV13 ICDI inh – Disruptors of the CACNA1D IQ motif to Ca2+-dependent inactivation inhibitor domain association, primary screening, Förster resonance energy transfer in intact living … | hit rate 0.098% among 340,000 | HEK cells, CFP/YFP FRET ICDI-IQ, plate reader, 10 min; percent FRET-ratio fall versus neutral wells | inhibition, % at 12.3 µM;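 active = mean replicate inhibition of at least 30% and at least 1% of replicates passing that level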;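 note: 0% = median of the neutral control wells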
m5-HT2A agonist – mouse HTR2A agonism via beta-arrestin recruitment. hit rate 0.66% among 360,000. activation, % at 7.6 µM. CHO-K1 mHTR2A beta-arrestin complementation, luminescence; percent of 30 µM serotonin response. AID 624169;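 active = activation above a run cutoff, the mean activation of all tested compounds plus 3 SD, cut at about 14% in these data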;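 note: 0% = plate median of compound wells and 100% = 30 µM serotonin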
Cardio protect – myocardial damage modulation in H9c2 cells. protection from H2O2 cell death, % at 20 µM. hit rate 0.63% among 360,000. H9c2 cardiomyocytes, H2O2 injury protection, ATPLite, 2 h;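 active = compounds giving at least 50% protection of heart cells from peroxide-induced death in the single-dose screen, raw or plate-pattern-corrected value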;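 note: 0% = DMSO wells with peroxide and 100% = DMSO wells without peroxide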
Numbers without * were called inactive; i = inactive; x = no result given; & = joins results of further samples. This is a random part of the collection. About 4.2% of those tested had a hit in this group.

SMILES	Granule exo inh	N-glyco inh	MC4R barr agon	MC4R antag cAMP	ABHD5 PLIN5 PPI	ABCB6 inh 2	PDI inh	CaV13 ICDI inh	m5-HT2A agonist	Cardio protect
O=C(COC(=O)C1C2CC3OC(=O)C1C3C2)Nc1cccc(Cl)c1 (centres undefined)	-8	1	1.9	8	4	99	-8	-4	1	-5
COc1cc(-c2n[nH]c(=S)n2-c2cc(C(F)(F)F)ccc2Cl)cc(OC)c1OC	-8	7	-3.4	16	-7	101	13	-2	-2	-6
C(=N\N1CCN(Cc2ccccc2)CC1)/c1cccs1	-1	0	-1.4	4	-7	94	0	-10	-2	-1
Cc1cc2nc(C3CCCN(C(=O)NCc4ccccc4)C3)[nH]c2cc1C (centres undefined)	-3	-1	1.4	12	4	93	5	-5	-6	-11
O=C(O)CSc1nnc(CNc2cccc(C(F)(F)F)c2)n1Cc1ccco1	-1	1	0.0	5	3	93	-1	-4	0	-2
CSCCC(NS(=O)(=O)c1ccccc1F)C(=O)Nc1cccc(C)n1 (centres undefined)	-6	2	2.5	11	-1	99	-7	-7	3	6
CCOC1=C2[C@@H](CN(S(=O)(=O)c3ccc(C)cc3)[C@H]2c2ccc(Cl)cc2)[C@H]2C(=O)N(c3ccccc3)C(=O)[C@H]2C1	-2	1	x	x	-4	102	x	-6	21*	-2
COc1ccc(N(C)S(=O)(=O)c2cccc(C(=O)OCC(=O)Nc3sc4c(c3C#N)CCCCC4)c2)cc1	1	4	-1.5	0	1	104	-6	-5	0	-7
Cc1nc(-c2nnc(SCC(=O)Nc3cc(C(F)(F)F)cc(C(F)(F)F)c3)n2C)cs1	-2	0	10*	3	-2	92	-1	-4	-2	-5
Clc1ccc(-c2cn(-c3ccc(Cl)cc3)c3[n+]2CCCCC3)cc1	7	2	-4.2	8	1	100	7	-5	1	-13
CC(C)S(=O)(=O)CC(=O)c1ccc(Cl)cc1	-1	1	1.6	-6	17	103	-14	-4	7	-2
O=C(NC1CCS(=O)(=O)C1)Oc1ccccc1 (centres undefined)	-3	0	-0.9	9	-3	91	-5	0	-6	3
CN(C[C@H](Cc1ccccc1)N(C[C@H](Cc1cccc2ccccc12)N(CCc1ccccc1)N=O)N=O)N=O	-3&16	-5	-1.5	0	5&2	95&96	1	-3&-6	2&0	3
COc1ccc(-c2c[nH]c(=O)[nH]c2=O)cc1OC	-2	2	2.1	18	-6	100	3	10	-2	6
CCOCc1cc(C)[nH]c(=O)c1C#N	0	2	-1.2	7	1	93	-3	x	3	8
CC(C)[C@H](NC(=O)c1ccc(Cl)c([N+](=O)[O-])c1)C(=O)NCc1ccc(Cl)cc1Cl	-3	-1	-0.9	15	-7	98	9	-19	-3	-1
COc1ccc(-c2csc(Nc3ccc(C)cn3)n2)cc1OC	-1	-8	-1.6	-1	-4	96	-3	-2	-3	0
CC1=NN(/C(=N\c2nnc(C)s2)Nc2ccccc2)[C@H](c2ccc(C)cc2)S1	-3	x	-0.6	0	0	88	7	-7	-4	5
Cc1cc(OCCCCOc2ccc(S(N)(=O)=O)c(C)c2)ccc1S(N)(=O)=O	10	-5	-0.2	-2	-1	92	-5	-20	6	-6
CC1(C(=O)NCc2ccc3c(c2)OCO3)CCN1CCc1ccccc1 (centres undefined)	1	-1	1.4	-1	-2	102	3	-6	-1	8
CCOc1ccc(/C=N/NC(=O)c2[nH]ncc2Br)c(O)c1	-2	-13	-3.8	5	0	98	-6	-5	6	-14
O=C(Nc1ccccc1[N+](=O)[O-])c1ccc(S(=O)(=O)N2CCCC2)cc1	-4	6	-2.2	1	-8	101	-2	x	0	-1
C(=C\c1ccccc1)/CN1CCN(C(c2cccc3ccccc23)c2nnnn2Cc2ccccc2)CC1 (centres undefined)	14	-6	x	x	4	98	x	-6	-6	-8
Cc1cc(C)cc(NC(=O)CCC(=O)Nc2nnc(C(C)C)s2)c1	2	-3	-2.1	7	-3	93	-2	-2	5	2
Cc1c(NC(=O)CSc2ncnc3c2cnn3-c2ccccc2)c(=O)n(-c2ccccc2)n1C	-7	-2	-3.3	14	3	101	-3	-13	5	0
COCCNC(=O)C1(C)CCCN(C(=O)c2c(F)ccc(C)c2F)C1 (centres undefined)	16	1	-1.8	4	7	90	12	-6	3	0
COC(=O)c1ccc(C(c2c(C)n(C)n(-c3ccccc3)c2=O)c2c(C)n(C)n(-c3ccccc3)c2=O)cc1	1	1	-0.1	6	14	96	9	-4	3	2
COc1ccc(CN2C[C@@H](CO)O[C@@H](n3cnc4c(NC5CC5)ncnc43)C2)cc1	-4	0	1.4	4	-7	104	-4	-3	3	1
CCN(Cc1ccccc1)C(=O)Cn1cc(S(=O)(=O)NC)c(S(=O)(=O)NC)c1	9	1	-2.3	3	4	102	3	-18	16*	3
CC(NC(=O)c1ccc(Cl)c(S(=O)(=O)NC2CC2)c1)c1ccco1 (centres undefined)	-6	2	-2.9	-1	11	98	12	-12	3	-10
O=C(Nc1cccc(NC(=O)C2C3CC4OC(=O)C2C4C3)c1)c1ccccc1 (centres undefined)	0	2	-0.9	3	3	98	0	-2	-2	1
COc1ccc(OCCCON2C(=O)c3ccccc3C2=O)cc1	-1	1	0.0	5	2	98	-10	-4	4	-3
CCCCN1CC(COC)Oc2cccc(F)c2S1(=O)=O (centres undefined)	-6	1	2.6	1	4	101	0	-10	2	-2
COc1ccc(C(CNC(=O)c2cccc(S(=O)(=O)Nc3ccc(Br)cc3)c2)N(C)C)cc1 (centres undefined)	6	-2	0.6	3	1	102	5	-20	-4	5
COc1cccc(OC)c1C(=O)NCCSC1CCCCC1	0	0	-1.2	2	-5	100	2	4	4	-1
N#Cc1ccc(OCC(=O)NC2CCCCCC2)cc1	0	0	-1.6	-3	3	84	-8	-8	1	8
COc1ccccc1C(=O)O/N=C(\N)c1ccccn1	14	-12	0.2	4	4	102	4	-4	-3	-8
CCCNC(=O)Nc1cc(C)on1	4	0	3.3	0	-2	89	0	-5	10	-1
Cc1ccc(COC(=O)CN2C(=O)NC3(CCCC3)C2=O)cc1	-1	1	0.3	-3	-2	96	-5	-4	-3	6
CCOc1ccccc1C(=O)OCC(=O)Nc1cc(S(=O)(=O)N2CCOCC2)ccc1C	-2	0	-1.2	19	-10	97	-3	-2	-4	-3

Reprinted at random: four entries already listed.
SMILES	Granule exo inh	N-glyco inh	MC4R barr agon	MC4R antag cAMP	ABHD5 PLIN5 PPI	ABCB6 inh 2	PDI inh	CaV13 ICDI inh	m5-HT2A agonist	Cardio protect
O=C(Nc1cccc(NC(=O)C2C3CC4OC(=O)C2C4C3)c1)c1ccccc1 (centres undefined)	0	2	-0.9	3	3	98	0	-2	-2	1
COc1ccc(C(CNC(=O)c2cccc(S(=O)(=O)Nc3ccc(Br)cc3)c2)N(C)C)cc1 (centres undefined)	6	-2	0.6	3	1	102	5	-20	-4	5
COc1cccc(OC)c1C(=O)NCCSC1CCCCC1	0	0	-1.2	2	-5	100	2	4	4	-1
Cc1cc(C)cc(NC(=O)CCC(=O)Nc2nnc(C(C)C)s2)c1	2	-3	-2.1	7	-3	93	-2	-2	5	2

(listing goes on)
SMILES	Granule exo inh	N-glyco inh	MC4R barr agon	MC4R antag cAMP	ABHD5 PLIN5 PPI	ABCB6 inh 2	PDI inh	CaV13 ICDI inh	m5-HT2A agonist	Cardio protect
COc1cc2c(cc1OC)CN(C(=O)/C=C/c1ccc([N+](=O)[O-])cc1)CC2	-3	0	-2.9	7	-6	100	-4	-3	1	18
COC(=O)C1=C(C)N(C)C(=O)NC1c1cc2c(cc1[N+](=O)[O-])OCO2 (centres undefined)	-1	-2	0.1	-16	-5	98	7	-7	4	-2
CC(C)CN1CCN(Cc2ccc(CN3CCCCC3)s2)CC1CCO (centres undefined)	1	-4	-0.3	13	-4	100	-1	-5	-1	-1
CC(C)CC(C(=O)O)N1C(=O)C2C3C=CC(C2C1=O)C1C(=O)N(C(CC(C)C)C(=O)O)C(=O)C31 (centres undefined)	-10	0	-1.1	3	7	99	-1	-4	4	-6
OCC1(CCCc2ccccc2)CCN(C2CCC2)CC1	10	0	-1.6	0	-1	102	-15	-4	1	0
C#CCOCCOCCOCCNc1nc(N2CCOCC2)nc(N2CCN(C(=O)CCCCCCCCCCNC(=O)[C@H]([C@@H](C)CC)n3cc(CCCCN=C(N)N)nn3)CC2)n1	-1	0	-1.0	3	34*	96	6	-6	-8	2
Cn1c(N2CCOCC2)c(/C=N/OC(=O)c2ccc(F)cc2)c2ccccc21	-4	1	-2.1	2	-6	101	-1	-3	-2	4
CC1CCN(S(=O)(=O)c2ccc3c(c2)N(CC(=O)NCCCN(Cc2ccccc2)C(C)C)C(=O)CO3)CC1	-1	2	-1.5	1	-4	98	-6	-7	1	1
COC(=O)COc1ccc(NC(=O)Cn2nc(-c3ccccc3)c3ccccc3c2=O)cc1	6	-1	0.1	29*	4	96	x	-2	11	-11
CC(=O)N1CCCc2cc(S(=O)(=O)N3CCCC(C(=O)N4CCN(c5ccccc5)CC4)C3)ccc21 (centres undefined)	0	-1	-1.8	4	-1	94	-5	-15	1	-9
Cc1ccc(N2CCN(/N=C/c3sccc3C)CC2)cc1	0	2	2.7	3	-4	92	-5	-3	-5	-8
O=C(/C=C/c1ccc([N+](=O)[O-])cc1)Nc1ncc([N+](=O)[O-])s1	-8	-13	-1.6	12	2	92	2	-7	2	-28
C#CCOn1c(-n2nc(C)cc2C)nc2ccccc2c1=O	7	1	-1.2	8	8	99	-1	-4	5	3
Cc1ccc(NS(=O)(=O)c2cccc3nsnc23)cc1	7	1	-2.5	8	-6	97	-13	-3	4	1
COc1ccccc1NC(=O)c1ccc2snnc2c1	-2	0	-1.9	11	-2	86	22	-5	-1	0
COc1cc(CNC2CCCC2)cc(OC)c1OC	3	-1	-1.2	-6	10	103	12	-9	4	0
COc1ccccc1C(=O)NNC(=O)c1ccc(NS(=O)(=O)c2cccs2)cc1	-3	x	0.3	16	-2	105	3	-2	3	-6
C/C(=C\C(=O)c1ccccc1)Nc1ccc(O)cc1	-2	3	-1.7	4	-21	98	-7	-5	3	0
CN1CCN(S(=O)(=O)c2ccc(NC(=S)NC(=O)c3ccc(Cl)cc3)cc2)CC1	0	-2	-2.3	4	-1	93	4	x	-13	-20
CCC(OCC(O)CN1CCCCC1)c1ccccc1 (centres undefined)	1	2	-2.4	10	-1	98	11	-3	1	2
COC(=O)c1cc(C(=O)Nc2nnc(CC(C)(C)C)s2)cc([N+](=O)[O-])c1	-7	-2	-1.5	6	-2	88	-8	-6	-3	-4
CN1CCN(C(=O)C2CCC(=O)N(Cc3cccc(C(F)(F)F)c3)C2)CC1 (centres undefined)	0	1	-2.6	5	2	104	-8	-3	-5	6
CCN1/C(=C/C(C)=C/c2sc3ccccc3[n+]2CC)Sc2ccccc21	82*	-17	-2.9	-45	14&19	i	6	-10&-10	-4&0	-30
COc1cc(OC)cc(C(=O)N2CCN(Cc3ccccc3[N+](=O)[O-])CC2)c1	-1	-1	2.5	29*	4	98	3	-5	1	0
Cn1c(O)c(N=NC(=O)c2cccc(S(=O)(=O)N3CCCCC3)c2)c2ccccc21	0	-2	-1.7	11	-7	100	-4	-18	1	35
